ERG Ets-DNA blk: ERG Ets/DNA interaction inhibition. P11308. fluorescence polarization, His-ERG Ets domain / labelled DNA. Potency, µM (series often up to 76.9 µM), for inactives: at the highest dose FP activity, negative = inhibition, most hits filed as inhibitors. 0.028% of 370,000 active; active = well fitted inhibition curve with a large enough effect in the polarisation, with a control signal flat; inconclusive = small, poorly fitted or top-dose-only effect, or effect the other way, or a change in a side signal; inactive = no such curve, though single readings can be large or run the other way; the % refers to the polarisation;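 also: polarization taken with two DNA probes labelled with fluorescein and Texas red; potency is read from the fitted curve at half-maximal effect; % of control where 0% means no effect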
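His-tagged ERG Ets domain (1 uM in the protein solution; 300mM KCl, 50mM Tris-HCl, 1mM EDTA, 1mM DTT, pH 7.5) received compound, then a probe mix of 5 nM fluorescein-DNA and 100nM Texas-615-DNA. Fluorescence polarization was read for both dyes.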
ALOX12 inh: inhibitors of human 12S-lipoxygenase ALOX12; purified 12hLO, xylenol orange hydroperoxide absorbance; Potency, µM (titrated, usually from 108 µM), for inactives: at the top dose activity change, negative = inhibition, most hits filed as inhibitors; AID 1671190; 1.1% of 580,000 active; also: potency is read from the fitted curve at half-maximal effect; % is scaled to controls: 0 for no effect and ±100 for the full control effect
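Purified human 12hLO at 150 nM in 25 mM Hepes, 0.01% Triton X-100, pH 7.0, preincubated 15 min at room temperature with compound. Reaction started with 40 uM arachidonic acid, 30 min at room temperature. Hydroperoxide measured by Fe-xylenol orange, 573/405 nm absorbance ratio.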
POLB inh: DNA polymerase beta (human) inhibition. Pol beta primer extension/strand displacement, fluorescence kinetic. P06746. 1.3% of 340,000 active. Potency, µM (top dose mostly 114 µM), for the others: top-dose activity change, negative = inhibition, actives largely listed as inhibitors; also: potency is read from the fitted curve at half-maximal effect; % is scaled to controls: 0 for no effect and ±100 for the full control effect
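Curves were derived by four-parameter Hill fits of normalized qHTS data. The kinetic fluorescent primer-extension read was taken at 0 and 10 min after 50 nM substrate, following a 15 min room-temperature preincubation of 10 nM enzyme with compounds.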
APEX1 inh: inhibitors of human APE1 endonuclease; P27695; recombinant APE1, TAMRA/BHQ-2 abasic DNA cleavage fluorescence; Potency, µM (series often up to 65.8 µM), without a hit: at the top dose activity change, negative = inhibition, most hits filed as inhibitors; 0.35% of 350,000 active;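 also: potency is read from the fitted curve at half-maximal effect; plate controls were vehicle for no effect and reference inhibitor for full effect; nearly all actives have a fitted effect of over 55% in size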
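Readout is kinetic fluorescence (ex 525, em 598 nm) from cleavage of 50 nM TAMRA/BHQ-2 THF abasic duplex by 0.75 nM APE1, compound added 15 min beforehand at RT.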
LDHA block: blocks human lactate dehydrogenase A | activity change, % (values are at about 110 or 230 µM) | 0.15% of 480,000 active | purified LDHA, NADH/diaphorase-resazurin fluorescence; hits give low values | P00338 | AID 1347041; in the data active = activity change below about -30%; inconclusive = mostly about -25% to -30%;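 also: plate controls were DMSO wells for no effect and wells without enzyme for full effect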
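LDH5 2 nM; NADH 0.06 mM, pyruvate 0.2 mM; 200 mM Tris pH 7.4, EDTA, Tween-20; 5 min RT. Detection: diaphorase 0.133 mg/mL + resazurin 37 µM, fluorescence ex540/em590 at 0 and 20 min; normalized to enzyme-free and DMSO wells.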
POLK inh: inhibitors of human DNA polymerase kappa | 0.53% of 400,000 active | AID 588579 | purified Pol kappa, fluorescent DNA synthesis assay, 10 min | Potency, µM (highest dose often 107 µM), for the others: at the highest dose activity, negative = inhibition, actives largely listed as inhibitors | Q9UBT6; also: potency is read from the fitted curve at half-maximal effect; % is scaled to controls: 0 for no effect and ±100 for the full control effect
Target sequence (Q9UBT6 whole entry, looked up): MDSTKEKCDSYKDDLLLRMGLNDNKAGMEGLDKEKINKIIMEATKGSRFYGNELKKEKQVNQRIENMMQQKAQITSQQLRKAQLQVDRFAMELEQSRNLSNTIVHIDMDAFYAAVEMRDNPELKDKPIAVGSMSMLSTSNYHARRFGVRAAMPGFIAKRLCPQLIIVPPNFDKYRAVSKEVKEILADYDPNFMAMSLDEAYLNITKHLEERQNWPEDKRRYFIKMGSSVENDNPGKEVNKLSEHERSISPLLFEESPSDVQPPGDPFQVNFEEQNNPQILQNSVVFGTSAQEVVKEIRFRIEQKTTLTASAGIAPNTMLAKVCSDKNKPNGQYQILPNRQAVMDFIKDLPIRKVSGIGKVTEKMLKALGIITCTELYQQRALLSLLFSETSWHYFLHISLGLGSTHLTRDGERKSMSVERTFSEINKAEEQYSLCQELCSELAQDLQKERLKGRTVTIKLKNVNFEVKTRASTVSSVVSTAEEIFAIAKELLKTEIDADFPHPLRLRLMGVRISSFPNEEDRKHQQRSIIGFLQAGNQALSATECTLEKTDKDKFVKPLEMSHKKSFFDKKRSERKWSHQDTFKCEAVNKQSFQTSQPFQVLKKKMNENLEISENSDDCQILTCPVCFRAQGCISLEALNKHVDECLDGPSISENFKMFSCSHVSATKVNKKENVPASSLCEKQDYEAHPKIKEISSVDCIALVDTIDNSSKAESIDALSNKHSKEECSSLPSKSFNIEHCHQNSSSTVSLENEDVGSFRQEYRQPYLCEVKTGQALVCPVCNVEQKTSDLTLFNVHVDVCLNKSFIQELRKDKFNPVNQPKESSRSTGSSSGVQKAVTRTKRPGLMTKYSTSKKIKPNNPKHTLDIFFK
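Pol kappa 10 nM + cpd, 15 min RT; start w/ substrate 50 nM final; fluorescence kinetic read, 0 and 10 min. Neg ctrl: buffer, no enzyme.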
POLH inh: blocks human DNA polymerase eta activity; recombinant Pol eta, fluorescent DNA replication assay; Potency, µM (series often up to 114 µM), for the others: at the highest dose activity change, negative = inhibition, actives largely listed as inhibitors; 1.2% of 390,000 active; AID 588591; also: potency is read from the fitted curve at half-maximal effect; % is scaled to controls: 0 for no effect and ±100 for the full control effect
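Fluorescent replication assay: 50 nM final substrate added after a 15 min room-temperature compound preincubation with 10 nM enzyme. Signal taken at 0 min and again at 10 min.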
RGS4 inh: blocks human RGS4-accelerated GTP hydrolysis; P49798; Transcreener GDP fluorescence polarization, RGS4-accelerated GTP hydrolysis; Potency, µM (titrated, usually from 114 µM), for the others: at the top dose activity change, negative = inhibition, hits mostly inhibitors; 0.039% of 390,000 active; AID 504845; also: potency is read from the fitted curve at half-maximal effect; % is scaled to controls: 0 for no effect and ±100 for the full control effect; nearly all actives have a fitted effect of over 75% in size; some results filed as inactive show a strong effect at the top dose
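MLSMR compounds (23 nl, pin-transferred) preincubated 10 min at room temperature with a 500nM (2x) first reagent, then RGS4 at 900nM (2x) plus Transcreener GDP mix added; fluorescence polarization (620/688 nm) read before and after 90 min at 30 °C.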
Apoferritin bind: candidate novel general anesthetic via apoferritin binding; 0.074% of 350,000 active; P02791; AID 485281; Potency, µM (top dose mostly 77.5 µM), without a hit: top-dose activity change, negative = displacement, actives largely listed as inhibitors; apoferritin/1-aminoanthracene competitive binding, fluorescence; also: potency is read from the fitted curve at half-maximal effect; % is scaled to controls: 0 for no effect and ±100 for the full control effect; nearly all actives have a fitted effect of over 20% in size
Target sequence (P02791 2-175 limits assumed): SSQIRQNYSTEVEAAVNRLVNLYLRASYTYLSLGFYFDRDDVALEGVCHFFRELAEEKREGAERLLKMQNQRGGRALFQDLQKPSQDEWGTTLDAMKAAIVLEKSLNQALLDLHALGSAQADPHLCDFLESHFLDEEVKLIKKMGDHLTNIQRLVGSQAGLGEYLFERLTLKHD
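Read-out: endpoint 1-AMA fluorescence, excitation 380 nm and emission 535 nm, after compounds sit 10 min at room temperature with 10 uM horse-spleen apoferritin in 50% saturated 1-AMA/PBS. Values come from four-parameter Hill fits.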
Starred values were filed as active, the others as inactive; u = inconclusive; x = no result given; & = joins results of further samples; [ ] = another dose, or the depositor's remark. Unless noted, calls follow the shape of the dose curve; as a rule, active = well fitted curve in the direction sought with a large enough effect; inconclusive = small, poorly fitted or top-dose-only effect, or another doubt; inactive = no such curve, though single readings can be large; an effect the other way counts as inactive or inconclusive. A portion of the library; rates above refer to the full screens.

SMILES	ERG Ets-DNA blk	ALOX12 inh	POLB inh	APEX1 inh	LDHA block	POLK inh	POLH inh	RGS4 inh	Apoferritin bind
CC(C)(C)c1ccc(OCc2cc(=O)n3c4c(sc3n2)CCCC4)cc1	-7%	-7%	0%	x	-1	-18%	-7%	8%	1%
Cc1[nH]nc2c1C(c1cccc(OC(=O)N3CCOCC3)c1)C(C#N)=C(N)O2 (centres undefined)	-1%	0%	19%	-4%	5	-9%	-19%	-3%[11.4 µM]	-8%
CCN(CC)S(=O)(=O)c1ccc2c(c1)c(=O)c(C(=O)NCCc1ccc(OC)c(OC)c1)cn2C	2%&3%	0%&-26%	2%&19%	14%	0&1	3%[60.1 µM]	-1%&1%	5%&14%	u
CC(C)(C)C1=CC(=O)C(=O)C(C(C)(C)C)=C1	-6%	x	7%	-6%	18	-8%	-24%	-123%	1%
CC(c1ccccc1)N1C(=O)c2ccccc2C1(O)Cc1ccccc1 (centres undefined)	9%	-28%	23%	-3%	0	13%	-16%	-3%	-24%
CC(O)(Cc1cccnc1)c1cccs1 (centres undefined)	-6%	-9%	x	x	-3	-5%	-3%	-7%	x
O=C(NCCC1=CCCCC1)C1CCN(S(=O)(=O)c2cccc(C(F)(F)F)c2)CC1	6%	390%[activator]	x	-6%	-12	-5%	-20%	-3%	x
O=C(CC(=O)N/N=C\c1c(Cl)cccc1Cl)NCc1ccccc1	1%	-6%	31%	1%	-14	-17%	7%	26%	u
O=C(Nc1cccc(Cl)c1)c1ccc(=O)[nH]n1	216%[activator]	42%[activator]	4%	-1%	-6	-5%	-30%	-7%	38%[activator]
Cc1ccccc1NC(=O)CN1C(=O)c2ccccc2C1=O	0%	u	10%	3%	-6	-13%	-4%	26%	-9%
N#C/C(=N\Nc1ccc(Cl)cc1)C(N)=S	12%	u	-20%	8%	-18	-27%	-16%	-35%	-5%
Cc1ccc(/C=N/NC(=O)CN2CCN(Cc3ccccc3)CC2)s1	-24%	0%	20%	10%	-6	-16%	-11%	-16%	-5%
COc1cccc2cc(-c3cc(=O)oc4cc(C)c(OCC(C)=O)cc34)oc12	18%	14%	5%	-19%	-1	-4%	0%	-27%[56.9 µM]	11%
CCOC(=O)N1CCN(c2nc(-c3cccs3)nc3ccccc23)CC1	19%	5%	4%	12%	0	0%	-17%	-2%	5%
Cc1nnc(C)n1/N=C/c1ccccc1	4%	3%	1%	-2%	-7	-4%	-10%	5%	-6%
CC(=O)c1cccc(NC(=O)C=C(C)C)c1	x	10%	-4%	-6%	1	0%	-2%	14%	-12%
O=C(CSc1nc2ccccc2c(=O)n1-c1ccccc1Cl)NCC1CCCO1 (centres undefined)	-3%	-6%	x	-2%	-15	-5%	-7%	-18%	x
Cc1cc2oc(C(=O)Nc3ccc(S(=O)(=O)Nc4ncccn4)cc3)cc(=O)c2cc1Cl	35%[activator]	13%	13%	26%	-2	8%	-18%	-1%[56.9 µM]	-4%
O=C(c1ccccc1)c1sc(N2CCCCCC2)nc1-c1ccccc1	-2%	43%[activator]	19%	-3%	-10	-8%	-9%	6%	-19%
Cc1c(Cl)cccc1NC(=O)CSc1nc(=O)[nH]c2c1CCC2	-2%	-19%	2%	x	-2	-8%[60.1 µM]	-15%	17%	-1%
COc1cc(OCc2ccccc2)c2c(CCC(=O)O)cc(=O)oc2c1	3%	-13%	x	x	-4	-8%	20%	-4%	x
CC(NC(=O)NNC(=O)c1ccncc1)(C(F)(F)F)C(F)(F)F	5%	13%	27%	0%	3	-3%	-12%	u	-2%
Cc1ccc(CNC(=O)C(=O)NCC2OCCN2C(=O)c2ccc(Cl)cc2)cc1 (centres undefined)	8%	-1%	-14%	4%	-1	8%	-9%	11%	-5%
CCc1nc2cccnc2n1-c1ccc(CC(=O)Nc2ccc(C)cc2)cc1	-6%	-22%	-2%	x	3	-9%	-10%	-30%	-9%
CCOC(=O)Cc1csc(N/N=C/c2ccc(C(F)(F)F)cc2)n1	0%	-12%	6%	-2%	-4	-2%	-4%	4%	-14%

Filtered by structure, the entries above containing four or more nitrogen atoms (eight)
SMILES	ERG Ets-DNA blk	ALOX12 inh	POLB inh	APEX1 inh	LDHA block	POLK inh	POLH inh	RGS4 inh	Apoferritin bind
Cc1[nH]nc2c1C(c1cccc(OC(=O)N3CCOCC3)c1)C(C#N)=C(N)O2 (centres undefined)	-1%	0%	19%	-4%	5	-9%	-19%	-3%[11.4 µM]	-8%
N#C/C(=N\Nc1ccc(Cl)cc1)C(N)=S	12%	u	-20%	8%	-18	-27%	-16%	-35%	-5%
Cc1ccc(/C=N/NC(=O)CN2CCN(Cc3ccccc3)CC2)s1	-24%	0%	20%	10%	-6	-16%	-11%	-16%	-5%
CCOC(=O)N1CCN(c2nc(-c3cccs3)nc3ccccc23)CC1	19%	5%	4%	12%	0	0%	-17%	-2%	5%
Cc1nnc(C)n1/N=C/c1ccccc1	4%	3%	1%	-2%	-7	-4%	-10%	5%	-6%
Cc1cc2oc(C(=O)Nc3ccc(S(=O)(=O)Nc4ncccn4)cc3)cc(=O)c2cc1Cl	35%[activator]	13%	13%	26%	-2	8%	-18%	-1%[56.9 µM]	-4%
CC(NC(=O)NNC(=O)c1ccncc1)(C(F)(F)F)C(F)(F)F	5%	13%	27%	0%	3	-3%	-12%	u	-2%
CCc1nc2cccnc2n1-c1ccc(CC(=O)Nc2ccc(C)cc2)cc1	-6%	-22%	-2%	x	3	-9%	-10%	-30%	-9%

(further entries)
SMILES	ERG Ets-DNA blk	ALOX12 inh	POLB inh	APEX1 inh	LDHA block	POLK inh	POLH inh	RGS4 inh	Apoferritin bind
COc1ccccc1/C=N/OCC(=O)NCc1ccc2c(c1)OCO2	-14%	-20%	-13%[57.1 µM]	1%	-2	-16%	-11%	29%	u
CCOC(=O)C1CCCN(C(=O)C(C)(C)Oc2ccc(Cl)cc2)C1 (centres undefined)	-21%	0%	2%	3%	2	-15%	-9%	17%	-18%
CC1(C)CC(=O)C(C=Nc2cccnc2)=C(O)C1	-2%	-11%	17%	-3%	-9	-11%	-8%	21%	-8%
CC(C)c1nnc(NC(=O)c2ccc(S(=O)(=O)N3CCOCC3)cc2)s1	-2%	12%	2%	1%	-1	-5%	-4%	-9%	9%
COc1ccccc1C(=O)Nc1ccc(OCc2cc(=O)n3cccc(C)c3n2)cc1	-9%	-3%	-21%	x	-1	-1%[60.1 µM]	-10%	-10%	-4%
CC(=O)CSc1ncnc2sc3c(c12)CCC(C)C3 (centres undefined)	-6%	-17%	0%	-8%	0	-7%[60.1 µM]	0%	-5%[11.4 µM]	-22%
CCCOC(=O)NC(CC)COC(=O)Nc1cccc(C)c1C (centres undefined)	-2%	5%	32%	-4%	-5	-4%	-3%	14%	-12%
CCc1cc(=O)n2[nH]c(C)c(-c3ccccc3OC)c2n1	4%	12%[57.4 µM]	2%	14%	-11	-21%	1%	18%	10%
CCOC(=O)C1(CCCc2ccccc2)CCN(C(=O)CCn2cnnn2)CC1	2%	7%	-12%	0%	-3	0%	-23%	16%	-14%
CC1Nc2ccccc2C(=O)N1NC(=O)c1ccc(Br)cc1 (centres undefined)	-2%	-14%	10%	-2%	-8	-14%	-14%	-14%	-3%
Cc1ccc(N2C(=O)c3cccc4c(N5CCN(C)CC5)ccc(c34)C2=O)c2cccnc12	x	x	-24%	0%	-4	-2%	15%	-21%	55%[activator]
O=C1NC(=O)C2C1C(c1ccccc1)N1C3C(=O)NC(=O)C3C(c3ccccc3)N21 (centres undefined)	3%	-1%[57.4 µM]	1%	4%	-6	-26%	11%	18%	-2%
Cc1ccc(-n2nc3ccc(NC(=O)c4oc5ccccc5c4C)cc3n2)cc1	1%	-5%	-1%	x	-4	0%	-7%	-9%	-2%
O=C(/C=C/c1ccc2c(c1)OCO2)NCC1CCCO1 (centres undefined)	-3%	-19%	36%	-6%	-10	-5%	-15%	18%	-5%
CCOc1ccc(N2CC(C(=O)NCCN3C(=O)S/C(=C\c4ccc(OC)c(OC)c4)C3=O)CC2=O)cc1 (centres undefined)	11%	-6%	16%	1%	-1	-5%	-21%	8%	-9%
CN1C(=O)Cc2cc(S(=O)(=O)NCc3c(F)cccc3Cl)ccc21	13%	-4%	6%	19%[12.4 µM]	-13	-10%	-1%	7%	7%
Cc1ccccc1OC(C)C(=O)NCCC1=CCCCC1 (centres undefined)	6%	-19%	1%	14%	-17	-13%	-7%	-19%	-21%
Nc1c(Cl)nc(-c2ccccc2)nc1Cl	1%	18%	21%	-2%	0	3%	-19%	-12%	u
Cn1ncc2c(=O)n(/N=C/c3ccccc3)cnc21	-19%	5%	7%	23%	-1	-2%	-9%	1%	-14%
Cc1cc(C)c[n+](CC(=O)c2cc3ccccc3oc2=O)c1	3%	0%	27%	-1%	22	-14%	18%	17%	-5%
Cn1nc(C(=O)Nc2cccc(C(F)(F)F)c2)ccc1=O	7%	u	0%	5%	3	-8%	10%	-6%	-3%

Bioassay records from PubChem BioAssay.
